hIAP inh: blocks human intestinal alkaline phosphatase | inhibition, % at 10 µM | AID 2544 | P09923 | purified IAP, CDP-Star luminescence, 30 min | hit rate 0.12% among 330,000;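 active means inhibition reaching a set limit with compound at 10 µM in the primary screen, cut at about 35% in these data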;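 further: plate controls were DMSO wells with enzyme for no effect and no-enzyme buffer wells for full effect; values of inactives mirror those of a sister screen read the other way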
Target sequence (P09923 whole entry, looked up): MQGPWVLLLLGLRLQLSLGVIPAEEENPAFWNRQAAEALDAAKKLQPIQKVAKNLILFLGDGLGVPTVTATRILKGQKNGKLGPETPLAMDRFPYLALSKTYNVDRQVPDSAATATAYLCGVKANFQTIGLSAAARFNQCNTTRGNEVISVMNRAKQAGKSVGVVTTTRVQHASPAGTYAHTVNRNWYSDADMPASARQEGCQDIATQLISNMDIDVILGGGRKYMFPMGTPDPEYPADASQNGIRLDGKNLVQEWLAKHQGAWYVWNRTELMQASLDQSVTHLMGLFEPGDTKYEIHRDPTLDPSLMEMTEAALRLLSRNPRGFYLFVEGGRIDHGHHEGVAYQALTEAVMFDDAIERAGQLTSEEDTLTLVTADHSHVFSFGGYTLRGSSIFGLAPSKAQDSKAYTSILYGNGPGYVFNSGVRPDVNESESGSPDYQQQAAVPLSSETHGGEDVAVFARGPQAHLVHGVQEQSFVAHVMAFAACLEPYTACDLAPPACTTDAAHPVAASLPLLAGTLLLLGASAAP
ATG4B inh: ATG4B (human) cysteine protease inhibition | Q9Y4P1 | ATG4B cleavage of LC3-PLA2, NBD-HPC fluorescence, 1 h | inhibition, % at 8.33 µM | hit rate 0.51% among 340,000 | AID 504462; in the data active means inhibition above about 40%
hIAP act: human IAP activation. AID 2524. hit rate 0.16% among 330,000. activation factor at 10 µM. purified human IAP, CDP-Star luminescence, 30 min; stronger effect = higher value; 1 = vehicle-only enzyme, 0 = enzyme-free background. P09923;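 active means activation factor of the enzyme at least 2-fold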; further: the source names both 10 and 20 µM as test concentration; values of inactives mirror those of a sister screen read the other way
HKDC1 inh: inhibitors of human hexokinase HKDC1; recombinant HKDC1, G6PDH/diaphorase resazurin coupled fluorescence; inhibition, % at 20 µM; hit rate 0.16% among 340,000;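 active means inhibition above about 35% when tested at 20 µM, limit read from the data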;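 further: plate controls were DMSO wells with enzyme for no effect and DMSO wells lacking enzyme for full effect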
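Test system: recombinant HKDC1 (HK5) hexokinase enzyme, produced in-house / Doses: 20 µM test compound, 1% DMSO / Timing: 90 min, room temperature / Detection: G6PDH/diaphorase-coupled fluorescence, 1 mM NADP, 100 µM resazurin, 525/613 nm / Control set: DMSO wells with and without enzyme mix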
mIAP inh: blocks mouse intestinal alkaline phosphatase; purified mouse IAP, CDP-Star luminescence, 30 min; inhibition, % at 10 µM; hit rate 0.2% among 330,000;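 active means inhibition of at least 40% at 10 µM in the primary screen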;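 further: plate controls were DMSO with enzyme for no effect and no enzyme wells for full effect; values of inactives mirror those of a sister screen read the other way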
PfGluPho inh: PfG6PD (Plasmodium falciparum) enzyme inhibition | PfGluPho enzyme, NADPH resazurin-diaphorase fluorescence | hit rate 0.78% among 350,000 | inhibition, % at 20 µM;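 active means inhibition reaching at least a set limit at 20 µM in the primary screen, cut at about 59% in these data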;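 further: 0% = DMSO wells with substrate and 100% = DMSO wells lacking glucose-6-phosphate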
A3A deaminase: inhibitors of human APOBEC3A DNA deaminase; P31941; recombinant A3A, FAM/TAMRA ssDNA deamination fluorescence; inhibition, % at 20 µM; hit rate 0.41% among 330,000; AID 493011;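 active means at least 40% inhibition at 20 µM here, with at most 30% in a related deaminase screen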;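 further: plate controls were A3A with DMSO for no effect and wells lacking A3A enzyme for full effect; some results filed as inactive read as strong as hits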
Target sequence (P31941 whole entry, looked up): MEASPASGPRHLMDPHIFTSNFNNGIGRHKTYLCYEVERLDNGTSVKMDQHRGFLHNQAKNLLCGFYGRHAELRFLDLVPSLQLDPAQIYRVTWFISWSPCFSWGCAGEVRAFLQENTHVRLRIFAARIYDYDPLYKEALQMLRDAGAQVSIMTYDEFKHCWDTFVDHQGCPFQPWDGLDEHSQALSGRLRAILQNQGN
mIAP activ: increases mouse intestinal alkaline phosphatase activity | muIAP, CDP-Star luminescence, 30 min; stronger effect = higher value; 1 = vehicle-only enzyme signal, 0 = enzyme-free wells | activation factor at 10 µM | hit rate 0.24% among 330,000 | AID 2805;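 active means activation factor of at least 2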; further: the source names both 10 and 20 µM as test concentration; values of inactives mirror those of a sister screen read the other way
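Assay system: mouse IAP enzyme / Compound: DMSO-dissolved test compounds / Timing: 30 min, room temperature / Measured by: luminescence from enzymatic CDP-Star hydrolysis / Control set: DMSO-only wells, enzyme-free buffer wells as negative control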
* = called active by the depositor; . = not tested or not shown.

structure	ATG4B inh	PfGluPho inh	mIAP inh	hIAP inh	hIAP act	HKDC1 inh	A3A deaminase	mIAP activ
COC(=O)COc1nc(C)c(Br)c(OC)n1	-5	-3	-2	-2	1	-6	-1	1
CC(C)CN(C(=O)CSc1nc2ccccc2[nH]1)C1CCS(=O)(=O)C1 (configuration not stated)	-4	4	-9	-8	1.1	-8	-1	1.1
CCOC1=C/C(=C/c2c(N)n3nc(-c4ccccc4)sc3nc2=O)C=CC1=O	21	-15	21	32	0.68	9	-4	0.79
COc1ccc(NC(=O)c2ccccc2NC(=O)CSc2ccc(Cl)cc2)cc1	2	-13	-7	8	0.92	-1	-1	1.1
O=C(Nc1ccc(S(=O)(=O)N2CCOCC2)cc1)C1CC(=O)N(c2ccc(F)cc2)C1 (configuration not stated)	-9	-11	4	-2	1	0	3	0.96
Cc1ccc(-c2nnn3c2nc(NCCc2ccc(S(N)(=O)=O)cc2)c2ccccc23)cc1	13	3	-34	-16	1.2	21	-2	1.3
Cc1ccc(NC2CCCN(C(=O)C3CCCCC3)C2)cc1C (configuration not stated)	20	4	1	8	0.92	4	-5	0.99
CN=c1scc(-c2cccs2)n1/N=C/c1ccccc1O	24	6	1	-1	1	4	2	0.99
COc1ccc(-c2nc(NC(=O)C3CC(=O)N(c4ccc5c(c4)OCCO5)C3)sc2C)cc1 (configuration not stated)	-5	16	6	2	0.98	2	5	0.94
Cc1ccc(C)c(S(=O)(=O)N2CCCC2CNC(=O)C(=O)NC2CCCC2)c1 (configuration not stated)	-4	4	2	-2	1	-1	-1	0.98
c1csc(C2C3=C(Nc4ncnn42)c2ccccc2OC3)c1 (configuration not stated)	-9	8	-6	12	0.88	4	-5	1.1
CSC1=NCCN1C(=O)c1ccc2ccccc2c1	-2	-2	2	-2	1	-10	1	0.98
Cn1cc(S(=O)(=O)N2CCCC(C(=O)O)C2)cn1 (configuration not stated)	-3	1	-4	15	0.85	11	-2	1
Cc1ccc2cc(CCNC(=O)c3ccc(S(=O)(=O)N4CCOCC4)cc3)c(=O)[nH]c2c1	-1	28	7	-16	1.2	20	1	0.93
O=C(COc1ccc(Cl)cc1)Nc1ccc2c(c1)OCO2	0	7	-8	5	0.95	0	-1	1.1
Cc1ccc(F)cc1NC(=O)COC(=O)COc1ccc(C#N)cc1	-12	-2	-4	-14	1.1	-4	3	1
Cc1cc(Cl)ccc1NC(=O)CSc1nnc(-c2ccncc2)n1Cc1ccco1	-3	-5	3	0	1	6	-6	0.97
Cn1c(=O)[nH]c(=O)c2c1nc(SCCN1CCOCC1)n2CCCc1ccccc1	-7	1	7	3	0.97	0	-2	0.93
Cc1ccc(N(CC(=O)Nc2ccc(F)c(Cl)c2)S(=O)(=O)c2c(C)noc2C)cc1	41*	22	-57	26	0.74	6	-1	1.6
O=C(NC1CCCC1)C(c1ccccn1)N(C(=O)c1csnn1)c1ccccc1F (configuration not stated)	-6	-2	2	11	0.89	-3	-4	0.98
Cc1cc(Br)ccc1SCC(=O)OCC(=O)NC1CCCC1	-7	-4	-6	-9	1.1	-6	3	1.1
CC1=Nn2c(nnc2-c2ccccc2Cl)SC1	-12	6	-1	12	0.88	4	-5	1
C=CCNc1nc(S(=O)Cc2ccc(C)cc2)nc2c1CCCC2 (configuration not stated)	-1	9	-4	-7	1.1	-4	-5	1
COCCNC(=O)COc1ccc(C)cc1C	3	-12	0	-7	1.1	-4	-6	1
O=C(COC(=O)c1ccccc1F)NC1CC1	3	-5	-4	-8	1.1	-6	-4	1
O=C(Nc1ccc(N2CCOCC2)cc1)C1(c2ccc(Cl)cc2)CCC1	2	-7	-1	5	0.95	2	-1	1
Cc1cc(=O)n2nc(N3CCC(C(=O)Nc4c(F)c(F)c(F)c(F)c4F)CC3)sc2n1	-2	6	-6	-4	1	0	7	1.1
COc1cc(NC(=O)CN2C(=O)C(=O)N(CC(C)C)C2=O)cc(OC)c1	0	-21	-5	-13	1.1	1	5	1
COCc1c(C(=O)N/N=C/C2CC=CCC2)nnn1-c1nonc1N (configuration not stated)	-7	5	14	-11	1.1	-6	1	0.86
COc1ccccc1C(=O)Nc1c(C(=O)N(CCN(C)C)Cc2ccco2)oc2ccccc12	-18	10	3	-12	1.1	2	6	0.97
CCOc1cc(N2CCOCC2)c(OCC)cc1NC(=O)CSc1ncn[nH]1	-12	5	20	20	0.8	-5	16	0.8
O=C(Nc1cccc2c1CCCC2)c1cccc(F)c1	3	8	4	2	0.98	-2	-4	0.96
CN(C)Cc1c(C(=O)N/N=C/c2ccc(OCc3ccc(F)cc3)cc2)nnn1-c1nonc1N	2	-16	0	-15	1.1	-1	-5	1
COc1ccc(/C=C2\SC(=S)N(CCC(=O)Nc3cccc(O)c3)C2=O)cc1	0	-11	13	-6	1.1	-3	17	0.87
COc1ccc(NC(=O)c2cc3c(CO)cnc(C)c3oc2=Nc2cc(OC)cc(OC)c2)cc1	-3	4	-3	8	0.92	-2	3	1
CCOC(=O)/C=C1/N(C)c2ccccc2C1(C)C	6	7	-3	-5	1	1	3	1
Clc1ccc2c(c1)C(N1CCNCC1)=Nc1ccccc1O2	-8	28	7	0	1	0	4	0.93
COC(=O)c1cnn(-c2ccccc2)c1N	-7	-13	-6	-20	1.2	3	0	1.1
COc1ccc(OC)c(N(C(=O)c2snc(C(N)=O)c2N)C(C(=O)NCC2CCCO2)c2ccc3ncccc3c2)c1 (configuration not stated)	0	-9	2	-11	1.1	-2	-4	0.98
COc1c(C)cc(Br)cc1C(=O)NC(=S)Nc1ccc(Cl)c(C(=O)O)c1	39	-19	-12	9	0.91	8	4	1.1
Cc1ccc(OCC(O)CN2C(=O)NC(C)(C)C2=O)cc1 (configuration not stated)	-12	9	-2	9	0.91	-4	4	1
C#CCn1c(-c2cccs2)nc2ccccc21	20	3	2	-17	1.2	-5	-4	0.98
COC(=O)CNC(=O)c1sc2ncn(CC(=O)Nc3ccc(C)c(Cl)c3)c(=O)c2c1C	-15	15	5	-14	1.1	-7	-1	0.95
CCCNC(=O)CSc1ccc(S(=O)(=O)N2CCCCC2)cn1	9	-4	1	-5	1.1	-5	0	0.99
CCCCc1c(O)nc(N2CCN(Cc3ccccc3)CC2)[nH]c1=O	-4	-4	6	8	0.92	-4	-3	0.94
CC(=O)Nc1ccc(CN2CCN(Cc3ccc(F)c(F)c3)C(CCO)C2)cc1 (configuration not stated)	-10	4	8	-9	1.1	-4	0	0.92
COC(=O)c1cc(NC(=O)COC(=O)C2CCC2)cc(C(=O)OC)c1	-6	-14	5	4	0.96	-1	0	0.95
CC(NC(=O)CNC(=O)c1ccccc1Br)c1cccs1 (configuration not stated)	4	4	2	3	0.97	-3	-2	0.98
CCN(c1ccccc1)S(=O)(=O)c1ccc(OC)c(NC(=O)C2CC(=O)N(Cc3ccccc3)C2)c1 (configuration not stated)	-18	4	-3	-14	1.1	-2	5	1
COc1ccccc1C(=O)NCC(=O)OCC(=O)Nc1cccc(S(=O)(=O)N(C)C)c1	-14	8	5	-14	1.1	11	0	0.95
Cc1ccc(CCNC(=O)C2CCCN(C(=O)N(C)C)C2)cc1 (configuration not stated)	3	10	8	8	0.92	-13	-1	0.92
COc1ccc(/C=C2\Sc3ccc(C(=O)N4CCc5ccccc5C4)cc3N(C)C2=O)cc1	.	.	11	-21	1.2	.	1	0.89
CCC(C)CCN1C(Nc2ccccc2)=NC[C@@H]1CC(C)C (some centres not stated)	0	1	-11	7	0.93	-4	3	1.1
Cc1onc(-c2ccccc2Cl)c1C(=O)N(Cc1ccc(N(C)C)cc1)C(C)C	-9	21	-7	1	0.99	1	5	1.1
O=C(COC(=O)c1ccc(Br)cc1)NCc1ccccc1	-2	-1	-5	-4	1	-8	3	1.1
Cc1cc(C)c2nc(C)cc(Nc3ccc(C(=O)N4CCOCC4)cc3)c2c1	-8	-4	-5	-2	1	-1	12	1
COc1cc(OC)cc(C(=O)N[C@H](C(=O)OCC(=O)Nc2ccc(C)cc2C)C(C)C)c1	4	-3	-8	-3	1	-11	4	1.1
c1ccc(CCn2nnnc2C(c2cccs2)N2CCN(Cc3ccc4c(c3)OCO4)CC2)cc1 (configuration not stated)	-10	9	-2	-14	1.1	-6	7	1
N#Cc1c(N)c(C(=O)c2ccccc2)n2ccccc12	-6	8	-2	2	0.98	0	-1	1
CN1/C(=C\C=N\O)C(C)(C)c2ccccc21	-1	13	-6	-2	1	-8	2	1.1

Carrying on.
structure	ATG4B inh	PfGluPho inh	mIAP inh	hIAP inh	hIAP act	HKDC1 inh	A3A deaminase	mIAP activ
CN(C)c1ccnc(Oc2ccc(Cl)cc2)c1C#N	14	-20	7	10	0.9	1	-2	0.93
COc1cc2c(=O)n(Cc3ccccc3)c(=O)n(CC(=O)NCCc3ccccc3)c2cc1OC	6	-16	-20	-8	1.1	-4	-1	1.2
Cn1c(-c2sccc2OCc2ccc(Cl)cc2Cl)n[nH]c1=S	3	23	4	10	0.9	-9	2	0.96
COc1cccc(CNC(=S)Nc2cc(C)ccc2C)c1	5	5	2	3	0.97	-4	-3	0.98
CCOc1ccc(S(=O)(=O)NCc2ccc3c(c2)OCO3)cc1C(=O)O	-6	-10	1	-6	1.1	-4	-4	0.99
CC(=O)Nc1ccc(Nc2nc(-c3sc(NC(C)=O)nc3C)cs2)cc1	-5	37	7	-26	1.3	-6	0	0.93
O=c1c([N+](=O)[O-])c(N2CCOCC2)c2ccccc2n1Cc1ccccc1	-8	6	12	11	0.89	6	-1	0.88
CCOc1ccc(Nc2ncnc3c2nnn3Cc2ccccc2)cc1	0	-7	16	10	0.9	7	-1	0.84
O=C(O)c1ccccc1C(=O)NCc1cccnc1	-4	0	-2	-9	1.1	-7	-3	1
Cc1ccc(CNC(=O)COC(=O)c2ccc(S(=O)(=O)N3CCOCC3)cc2)cc1	3	-14	-1	-4	1	-7	-2	1
CCCn1c(=O)c2c(C(F)(F)F)cc(-c3cccs3)nc2n(CCC)c1=O	-2	9	33	13	0.87	-8	2	0.67
CN(C)C(=O)c1ccc(-n2nc(C(F)(F)F)c3c2CCCC3)cc1	-1	-22	-9	-2	1	-10	1	1.1
COC(=O)CSc1nnc(CNC(=O)Cc2ccccc2)n1C	-1	0	0	11	0.89	-15	1	1
CCOC(=O)N1CCN(C(=O)CN(c2cccc(C)c2)S(=O)(=O)c2ccc(C)cc2)CC1	1	-2	-4	-9	1.1	-8	-3	1
CCOC(=O)C1=CC[C@@H](c2cc(OC)c(OC)c(OC)c2)N(S(=O)(=O)c2ccc(C)cc2)[C@H]1C(=O)OCC	-8	11	4	-12	1.1	-4	-1	0.96
CN(C)C(=O)c1cc(-c2ccccc2)no1	6	-8	-4	5	0.95	-3	-1	1
Cc1cc(C)n(C(=O)c2ccc([N+](=O)[O-])cc2[N+](=O)[O-])n1	-5	-17	23	-5	1.1	1	-1	0.77

Bioassay records from PubChem.
